# E coli Lon inh: inhibits E. coli Lon protease; hit rate 0.42% among 360,000; purified E. coli Lon protease, fluorescence polarization; inhibition, % at 7.94 µM; P0A9M0; in the data active means inhibition above about 13%, passing the limit was not always enough;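 further: 0% = enzyme with probe and DMSO and 100% = no enzyme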
# Target sequence (P0A9M0 whole entry, looked up): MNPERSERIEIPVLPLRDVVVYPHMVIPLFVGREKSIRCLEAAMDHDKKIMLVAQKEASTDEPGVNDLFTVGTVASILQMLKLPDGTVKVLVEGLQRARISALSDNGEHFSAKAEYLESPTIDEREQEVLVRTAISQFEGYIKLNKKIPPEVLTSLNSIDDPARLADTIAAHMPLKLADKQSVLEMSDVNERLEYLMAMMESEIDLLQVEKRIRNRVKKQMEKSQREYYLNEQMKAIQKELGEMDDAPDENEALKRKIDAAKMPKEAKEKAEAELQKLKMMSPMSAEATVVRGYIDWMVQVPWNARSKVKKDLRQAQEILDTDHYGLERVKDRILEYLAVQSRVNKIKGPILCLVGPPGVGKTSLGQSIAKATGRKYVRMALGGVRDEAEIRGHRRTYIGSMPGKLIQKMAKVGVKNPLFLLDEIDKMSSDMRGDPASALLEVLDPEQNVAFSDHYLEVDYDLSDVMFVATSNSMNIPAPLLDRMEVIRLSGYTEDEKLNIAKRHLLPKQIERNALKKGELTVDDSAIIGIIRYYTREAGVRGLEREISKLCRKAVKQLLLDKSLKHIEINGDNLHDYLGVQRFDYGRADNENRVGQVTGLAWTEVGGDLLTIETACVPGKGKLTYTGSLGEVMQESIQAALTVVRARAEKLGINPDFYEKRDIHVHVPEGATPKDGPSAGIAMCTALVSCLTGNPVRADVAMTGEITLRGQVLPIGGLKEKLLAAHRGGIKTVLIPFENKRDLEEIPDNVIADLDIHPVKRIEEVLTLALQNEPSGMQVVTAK
# CSN deneddyl inh: CSN deneddylation inhibition | Q92905 | Purified CSN, SCF-Nedd8-OG deneddylation, fluorescence polarization | inhibition, % at 12.5 µM | hit rate 0.38% among 360,000 | AID 651999;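 active means pattern-corrected inhibition above about 35%, with an unprinted fluorescence ratio check between 0.5 and 1.5, limit read from the data, passing the limit was not always enough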;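 further: 0% = enzyme with substrate and 100% = substrate without enzyme; some results filed as inactive read as strong as hits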
# Target sequence (Q92905 whole entry, looked up, one chain of several): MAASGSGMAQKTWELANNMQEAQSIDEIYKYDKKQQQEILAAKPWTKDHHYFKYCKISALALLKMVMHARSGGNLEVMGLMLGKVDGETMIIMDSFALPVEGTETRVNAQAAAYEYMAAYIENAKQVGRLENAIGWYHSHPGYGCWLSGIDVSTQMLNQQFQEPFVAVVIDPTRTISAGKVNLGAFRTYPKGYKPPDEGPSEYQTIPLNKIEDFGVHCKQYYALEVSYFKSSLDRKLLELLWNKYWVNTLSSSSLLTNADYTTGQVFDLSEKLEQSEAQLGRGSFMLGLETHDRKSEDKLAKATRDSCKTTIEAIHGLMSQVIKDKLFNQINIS
#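 assay system = purified human Csn5 enzyme expressed in HEK293T cells | amount = 0.24 nM enzyme | buffer or medium = Tris/NaCl/DTT buffer, pH 7.5 | reagent = 10 nM SCFSkp2-Nedd8OG | compound = one concentration, 12.5 µM, 0.25% DMSO | times = 90 min reaction at room temperature | signal = FP | read-out basis = % inhibition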
# MLLE-PAM2 inh: blocks PAM2 peptide binding to the PABP1 MLLE domain | GST-MLLE / FITC-PAM2 fluorescence polarization | inhibition, % at 20 µM | hit rate 0.36% among 360,000 | AID 588489; in the data active means inhibition above about 35%, passing the limit was not always enough;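 further: plate controls were DMSO wells with GST-MLLE for no effect and wells lacking GST-MLLE protein for full effect; some results filed as inactive read as strong as hits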
# TbMetRS inhib: Trypanosoma brucei MetRS inhibition | purified T. brucei MetRS, ATP depletion, Kinase-Glo luminescence | inhibition, % at 11.9 µM | hit rate 0.4% among 360,000 | AID 624268;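 active means inhibition above a per-plate cutoff of the control wells' mean inhibition plus 3 SD, cut at about 5.5% in these data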;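 further: 0% = DMSO wells median and 100% = median of wells with control inhibitor compound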
#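 technique = Kinase-Glo luminescence, ATP depletion format | system = purified MetRS (methionyl-tRNA synthetase) enzyme from Trypanosoma brucei | timing = 15 min preincubation, 2 h reaction, all 25 °C | evaluation = percent inhibition versus plate control medians | dosing = single dose, 11.9 µM final nominal, 0.9% final DMSO | also added = substrates ATP, L-methionine and bulk Escherichia coli tRNA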
# MsrA act: bovine methionine sulfoxide reductase A activation; hit rate 0.3% among 360,000; AID 602163; purified bovine MsrA, absorbance read-out; activation, % at 10.6 µM; in the data active means activation above about 7.5%;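 further: 0% = vehicle and 100% = reference activator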
# Neddyl block: blocks human cullin neddylation; P61081+Q13564; TR-FRET cullin neddylation, biochemical; calls only at 25 µM; hit rate 0.58% among 360,000; AID 651699; in the data active means inhibition above about 36%
# Rin1-Abl PPI inh: human Rin1-Abl interaction inhibition | AID 588664 | hit rate 0.4% among 360,000 | inhibition, % at 7.35 µM | TR-FRET Rin1/Abl binding, biochemical; in the data active means inhibition above about 5%, passing the limit was not always enough
# MsrA inhibitor: inhibits bovine methionine sulfoxide reductase A. hit rate 0.75% among 360,000. AID 651718. purified bovine MsrA, absorbance read-out. inhibition, % at 15.5 µM; in the data active means inhibition above about 4.5%;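 further: 0% = vehicle wells with enzyme and 100% = reference inhibitor wells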
# FAS TE block: blocks the thioesterase domain of human fatty acid synthase; P49327; inhibition, % at 15 µM; hit rate 0.67% among 360,000; recombinant FAS-TE, OMFH fluorogenic substrate, fluorescence endpoint; AID 602261;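 active means compounds whose normalised, plate-corrected inhibition of enzyme fluorescence in the single-dose primary screen is 50% or more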;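 further: 0% = DMSO with enzyme and 100% = substrate without enzyme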
# * hit, by the source's call; i = inactive; . = no result given; + = active, no number.
SMILES,E coli Lon inh,CSN deneddyl inh,MLLE-PAM2 inh,TbMetRS inhib,MsrA act,Neddyl block,Rin1-Abl PPI inh,MsrA inhibitor,FAS TE block
Cc1ccc(N2CC(C(=O)NCc3cccnc3)CC2=O)cc1 (centres undefined),-8,1,2,0.1,-3,i,1,-0.3,-6
O=C(Nc1ccc2ccccc2c1)c1cccc(F)c1,9,0,-15,-0.1,0,i,1,0.3,14
O=C(NCCOC(=O)c1ccccc1C(=O)OCCNC(=O)c1cccnc1)c1cccnc1,3,2,9,-0.2,-4,i,-2,0.9,-9
O=C(NCc1ccc2c(c1)OCO2)NC1CCCCC1,8,5,-12,-0.7,-1,i,4,0.0,-2
O=[N+]([O-])c1cccc(-c2ccc3nnc(SCc4ccccn4)n3n2)c1,-5,2,-18,0.0,-1,i,-3,-0.1,0
Cc1ccc(C)c(NC(=O)COc2cccc3c2CCN(Cc2ccccc2)C3=O)c1,-3,-2,-13,0.2,2,i,-5,-1.0,8
COc1cc2c(cc1NC(=O)COC(=O)[C@@H](NC(=O)c1ccccc1F)C(C)C)oc1ccccc12,-5,-10,4,0.1,-3,i,-1,0.1,28
COc1cccc(OCc2cc(/C=N/NC(=O)c3nc(Cl)c(Cl)c(N)c3Cl)ccc2OC)c1,-10,-2,-13,-1.0,0,.,-1,0.6,2
O=C(CSc1cccc2cccnc12)OCC(=O)c1ccccc1,-7,-3,9,-1.9,-15,i,1,1.0,-2
O=C1NC(=O)C2C1C(c1ccc([N+](=O)[O-])cc1)=NN2Cc1ccccc1 (centres undefined),-50,4,-44,-0.3,-6,i,-2,1.4,7
CCc1nnc(NS(=O)(=O)c2ccc(NC(=O)c3ccccc3)cc2)s1,1,-1,-4,0.1,-4,i,-2,-0.9,-1
Cc1ccc([N+](=O)[O-])cc1NC(=O)CN1CCC(C)CC1,-8,3,3,0.3,-2,i,-4,1.5,24
O=C(CSc1ncnc2sc3c(c12)CCCC3)N1CCC(c2noc3ccc(F)cc23)CC1,-2,-1,-4,-0.1,-7,i,-3,0.0,29
Cn1cccc1C(=O)OCC(=O)N1CCc2ccccc2C1,4,-3,-14,-0.3,-8,i,6,-0.3,-5
CCOC(=O)c1sc2ncn(C(C)C(=O)OC)c(=O)c2c1C (centres undefined),-9,1,3,-0.6,-3,i,2,-0.6,-6
O=S(=O)(CCN1CCCC1)NCCNS(=O)(=O)c1ccc(F)cc1Br,-9,3,-5,-0.4,-5,i,-3,-0.3,-2
O=C(c1ccccc1S(=O)(=O)NCc1ccccc1)N1CCCCC1,1,0,12,-0.3,-3,i,3,1.0,-3
COCC1CCCN(Cc2nc(Cc3ccccc3)no2)C1 (centres undefined),3,-2,-9,-1.7,-13,i,3,0.1,-8
COc1ccc([N+](=O)[O-])cc1C(=O)C(=O)c1ccccc1,4,-5,7,0.2,-7,i,-6,1.5,20
C=CCOC(=O)C(=O)/C=C/c1c(C)n(C)n(-c2ccccc2)c1=O,7,-6,-1,-0.3,-2,i,-3,2.3,-9
O=C(Nc1nnc(C2CC2)s1)c1cc(S(=O)(=O)N2CCN(c3ccccc3)CC2)ccc1Cl,-8,1,-4,-0.6,-8,i,-3,0.5,14
COc1ccc(-c2cn3c(C)c(C(=O)N4CCc5ccccc5C4)sc3n2)cc1,-12,3,-15,-0.5,-5,i,-1,.,18
CC1CN(S(=O)(=O)c2cccc(C(=O)OCC(=O)N3CCCCCC3)c2)CC(C)O1 (centres undefined),-1,-2,-1,-0.3,-3,i,3,1.6,-8
O=C(O)Cc1cccc2ccccc12,4,-1,7,-0.3,-4,i,0,0.3,-6
CC1(C)Cc2c(sc(NC(=O)COc3ccccc3)c2C#N)C(C)(C)N1,0,2,8,-0.5,-1,i,-5,0.9,-2

# Part of the list above, tab-delimited.
canonical_smiles	E coli Lon inh	CSN deneddyl inh	MLLE-PAM2 inh	TbMetRS inhib	MsrA act	Neddyl block	Rin1-Abl PPI inh	MsrA inhibitor	FAS TE block
COc1cc2c(cc1NC(=O)COC(=O)[C@@H](NC(=O)c1ccccc1F)C(C)C)oc1ccccc12	-5	-10	4	0.1	-3	i	-1	0.1	28
COc1ccc([N+](=O)[O-])cc1C(=O)C(=O)c1ccccc1	4	-5	7	0.2	-7	i	-6	1.5	20
O=C(Nc1ccc2ccccc2c1)c1cccc(F)c1	9	0	-15	-0.1	0	i	1	0.3	14
O=C(CSc1cccc2cccnc12)OCC(=O)c1ccccc1	-7	-3	9	-1.9	-15	i	1	1.0	-2

# Carrying on.
SMILES,E coli Lon inh,CSN deneddyl inh,MLLE-PAM2 inh,TbMetRS inhib,MsrA act,Neddyl block,Rin1-Abl PPI inh,MsrA inhibitor,FAS TE block
CN(C)S(=O)(=O)c1cccc(C(=O)N2CCc3ccccc32)c1,-10,2,-3,-1.5,-7,i,0,-2.0,-4
O=C(c1cc(=O)[nH]c2ccccc12)N1CCN(c2cccc(C(F)(F)F)c2)CC1,0,3,7,-0.1,-4,i,-3,0.4,-1
COc1ccc(NC(=O)CSc2nc3ccccc3nc2N2CCCC2)cc1,-1,3,5,-0.6,-3,i,-1,1.1,24
COc1cccc(C(O)c2ncc(-c3ccccc3OC)[nH]2)c1 (centres undefined),0,-4,-2,-0.1,-5,i,-4,-1.0,-5
COCCN(CCOC)C(=O)COC(=O)c1cc([N+](=O)[O-])ccc1Cl,3,-4,22,-0.7,-1,i,-2,0.9,22
Clc1ccc(C2=Nn3c(nnc3-c3cccs3)SC2)cc1,3,8,-22,-0.5,-1,i,0,0.4,2
CCn1c(SCC(=O)Nc2nnc(C)s2)nnc1-c1ccncc1,6,1,-2,-1.2,-10,i,2,-0.2,-6
COc1ccccc1N1CCN(C(=O)CCc2ccccc2)CC1,6,0,1,-0.6,-7,i,-2,0.9,-3
O=C(COc1cc(=O)n2c(n1)SCCC2)c1ccccc1,-3,10,-4,0.2,-6,i,0,-0.3,-5
COc1ccc(NC(=O)Cn2nnc(C(=O)NCCc3ccc(OC)c(OC)c3)c2N)c(OC)c1,0,-4,-15,-0.8,-7,i,-2,-1.8,-11
CN(C)C(CNc1ccc(S(C)(=O)=O)cc1[N+](=O)[O-])c1ccccc1 (centres undefined),1,2,-8,-1.0,-3,i,-4,-0.7,-5
O=C1OCc2cccc([N+](=O)[O-])c21,-7,-2,6,-0.3,-3,i,-6,0.6,-9
O=S(=O)(NC1CCCC1)c1cccc(S(=O)(=O)N2CCC(n3nnc4ccccc43)CC2)c1,2,-4,6,-0.4,1,i,4,0.2,25
Cc1[nH]c(=O)nc(SCc2cccc(Cl)c2)c1C#N,-7,8,-21,-0.5,-5,i,0,0.3,8
Cc1ccc(C(=O)NCC(C)(C)O)cc1,-10,-1,6,-0.4,2,i,2,-1.1,-8
CCOc1ccccc1N(C(=O)c1snc(C(N)=O)c1N)C(C(=O)NCC1CCCO1)c1ccc2ncccc2c1 (centres undefined),5,1,-5,0.0,-4,+,21*,1.0,-3
CCc1nc(NCCCn2ccnc2)c2oc3ccccc3c2n1,-3,-2,-10,-0.6,1,i,-5,0.6,-6
CCc1nnc(NC(=O)c2ccc(S(=O)(=O)N3CCCC3)cc2)s1,5,-3,-1,-0.8,-1,i,3,-1.1,-3
COc1cc(N=Nc2ccc(C(=O)N(C)C)cc2)c(C)cc1N,-8,1,-9,0.3,-3,i,-6,-1.3,-3
Cc1cc(C)c(S(=O)(=O)N2CCCC2=O)cc1N(C)S(C)(=O)=O,-4,0,1,0.2,-2,i,2,-1.2,-8
Cc1cccc(OCCC(=O)Nc2ccc(N3CCOCC3)cc2N2CCOCC2)c1,10,-2,-7,-0.4,-1,i,2,-0.3,-4
CC(=O)Nc1ccc2sccc2c1,-8,-6,2,-0.6,-4,i,0,2.6,-5
Cc1nn(-c2ccccc2)nc1C(=O)c1c(C)[nH]n(-c2ccccc2)c1=O,-3,1,0,-0.7,-1,i,-2,1.7,-6
CCOCCCNC(=O)C(NC(=O)Cc1c[nH]c2ccccc12)c1ccccc1 (centres undefined),-3,-5,-11,-0.2,-1,i,0,-1.3,-2
CN(C(=O)c1ccc(NC(=O)Cc2cccc(NC(=O)C3CCN(C(=O)C4CCCCC4)CC3)c2)cc1)C1CCCC1,12,3,5,-0.4,-8,i,2,1.9,-5

# New compounds follow
SMILES,E coli Lon inh,CSN deneddyl inh,MLLE-PAM2 inh,TbMetRS inhib,MsrA act,Neddyl block,Rin1-Abl PPI inh,MsrA inhibitor,FAS TE block
Cc1onc(-c2c(Cl)cccc2Cl)c1C(=O)c1ccccc1,-2,-1,-22,-0.3,-7,i,3,1.5,29
COc1ccccc1N(CC(=O)Nc1cccnc1)S(=O)(=O)c1ccccc1,-4,-2,3,-0.4,-8,i,6,1.0,-1
Cc1[nH]c2ccc3ncccc3c2c1C,-9,4,-11,0.3,0,i,-10,0.9,-14
CCOC(=O)c1c(S(=O)(=O)NCC(=O)NCc2ccc(C)cc2)c(C)n(C)c1C,-4,-3,-11,-0.3,-4,i,1,-0.3,-8
COc1ccc(S(=O)(=O)Cc2ccc(C(=O)N3CCN(C4CCCCC4)CC3)o2)cc1,-3,-2,11,-0.6,-7,i,4,.,-3
COc1cc(OC)cc(C(=O)OCC(=O)N(C)c2ccccc2)c1,-4,3,10,-0.5,-4,i,1,-2.1,-1
Cn1c(-[n+]2c(-c3ccccc3)cc(-c3ccccc3)cc2-c2ccccc2)nc2cc([N+](=O)[O-])ccc21,3,0,-59,0.3,-4,i,-3,1.1,-10
CCOC(=O)C1CCN(C(=O)c2oc3ccc4c(c3c2C)C(O)CC2(CCCCC2)O4)CC1 (centres undefined),5,-1,-28,0.3,0,i,-6,0.2,3
CCOC(=O)C(C(=O)OCC)C1CS(=O)(=O)CC1C(C(=O)OCC)C(=O)OCC (centres undefined),1,-4,9,-0.6,-11,i,-1,1.4,-10
CC1=NN(C(=O)Cc2ccccc2)C(O)(c2cccnc2)C1 (centres undefined),-3,1,-6,0.3,-2,i,-2,-0.6,-8
Clc1ccc(CSc2cc3c(nn2)-c2ccccc2CC3)cc1Cl,3,2,2,-0.3,-2,i,0,0.9,28
CC(Oc1cccc(Cl)c1)C(=O)Nc1ccccc1N1CCCCC1 (centres undefined),4,-3,12,-0.4,0,i,0,1.9,21
COCc1cc(/C=N\NC(=O)Cc2ccc(OC)cc2)ccc1OC,-2,9,-4,-0.1,-1,i,-2,-0.1,-8
COc1ccc(S(=O)(=O)N2CCc3ccccc32)cc1C(=O)Nc1ccc(C(N)=O)cc1,9,6,-30,0.2,-1,i,-5,-0.3,-2
Cc1cc(C)nc(SCC(=O)c2ccc3c(c2)OCCO3)n1,-7,5,1,0.3,-2,i,3,1.5,-5
O=C1/C(=C/c2ccccc2)Oc2cc(OC(=O)N3CCOCC3)ccc21,-1,-2,5,-0.2,-3,i,2,-0.5,-10
Cc1ccccc1NC(=O)c1ccc(Cn2cc([N+](=O)[O-])cn2)o1,-5,-2,4,-0.2,-1,i,-1,-1.0,-2
CCc1ccn2cc(-c3cc(-c4ccccc4)no3)nc2c1,-4,8,-3,-0.6,-3,i,-1,1.6,8
COc1ccc(NC(=S)N(CCc2ccncc2)C(C)C)cc1Cl,-4,2,-21,0.0,-3,i,3,0.3,-7
O=C(NN1C(=O)C2C3C=CC(O3)C2C1=O)c1ccncc1 (centres undefined),-3,-3,13,0.0,-10,i,-2,1.0,-2
CCN1C(=NCc2ccc(OC)cc2)N[C@@H](c2ccccc2)[C@H](C(=O)OC)[C@H]1C,-8,1,-128,0.1,2,i,-1,1.8,-10
CCOc1ccc(C2=Nc3ccccc3C(c3ccc(N4CCOCC4)cc3)=NN2)cc1,-3,6,-4,0.1,0,+,1,0.5,12

# The order is random; overall some 4% were active at least once.
